High-throughput results deposited in PubChem by several laboratories.
FLuc stim CS: FLuc activators, initial screening, artefact control for FLuc-dependent activation tests, biochemical, ATPlite luminescence. 200,000 tested, under 10 active. AID 1027, 2008. activation factor at 10 µM. Luciferin 4-monooxygenase (Photinus pyralis), P08659. ATPlite luciferase biochemical, 10 min; 0 = ATP-free wells, 1 = DMSO control;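 active means luciferase activation factor, scaled between plate controls, of at least 2 with compound at 10 µM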
Target sequence (P08659 whole entry, looked up): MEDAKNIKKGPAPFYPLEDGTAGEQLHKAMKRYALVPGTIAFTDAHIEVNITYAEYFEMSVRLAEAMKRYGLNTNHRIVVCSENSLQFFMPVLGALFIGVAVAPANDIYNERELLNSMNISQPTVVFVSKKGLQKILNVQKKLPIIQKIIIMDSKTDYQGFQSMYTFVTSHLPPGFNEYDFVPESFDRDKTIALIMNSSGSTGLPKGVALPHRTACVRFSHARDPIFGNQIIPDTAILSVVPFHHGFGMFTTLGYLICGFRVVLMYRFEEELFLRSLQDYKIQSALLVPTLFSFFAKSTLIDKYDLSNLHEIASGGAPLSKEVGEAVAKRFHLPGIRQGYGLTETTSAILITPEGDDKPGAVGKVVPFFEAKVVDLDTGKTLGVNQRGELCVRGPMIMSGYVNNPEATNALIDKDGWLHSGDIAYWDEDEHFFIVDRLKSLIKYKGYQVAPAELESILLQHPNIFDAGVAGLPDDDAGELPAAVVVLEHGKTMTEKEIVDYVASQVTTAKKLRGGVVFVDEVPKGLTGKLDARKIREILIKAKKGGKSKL
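assay system = Luciferase/luciferin detection reagent, cell-free biochemical luciferase assay | also added = ATP substrate | times = 10 min post-reagent at room temperature | measured by = luminescence from luciferase reaction | measure = luciferase activation, seen as luminescence increase over controls | benchmarks = low control with PBS replacing ATP, high control enzyme plus ATP without compound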
STAT1 act: STAT1 signaling activators, primary screen, cell-based, HTS, luciferase reporter. NIH 3T3 STAT1-luciferase reporter, IFN-gamma, luminescence; 100% = IFN-gamma alone, no compound. activation (% of control), % at 5.5 µM. hit rate 2.6% among 200,000. AID 932, 2007;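 active means activation above the screen-wide mean activation plus 3 SD, cut at about 130% in these data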;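 further: raw ratio to IFN-gamma control signal so 100% means no change and 0% no light; values of inactives mirror those of a sister screen read the other way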
APP 5'UTR act: activators of APP 5'UTR luciferase reporter, primary screen, SH-SY5Y cells. AID 1276, 2008. SH-SY5Y APP 5'UTR luciferase reporter, luminescence; zero percent = DMSO vehicle wells. activation, % at 2 µM. hit rate 1% among 190,000;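 active means activation above a set limit, based on mean plus 3 SD of controls, cut at about 140% in these data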; further: values of inactives mirror those of a sister screen read the other way
NF-kB neuron act: activators of NF-kB expression in neurons, primary screen, cell-based, HTS; human neuronal cells, NF-kB reporter expression; active compounds read high; fold change at 12.5 µM; hit rate 1.6% among 190,000; in the data active means fold change above about 3.3
Hsp70 activator: Hsp70 transcriptional activators, primary screen, cell-based, HeLa, Hsp70 promoter luciferase, luminescence, 10 µM | HeLa Hsp70 promoter luciferase reporter; scaled: vehicle 0, proteasome-inhibitor control 100% | activation, % at 10 µM | hit rate 0.04% among 200,000 | AID 1203, 2008;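 active means activation above the mean across all tested compounds plus 3 SD, cutoff set per campaign, cut at about 5.5% in these data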;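 further: 100% = MG132 at 30 µM as the positive control and 0% = DMSO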
Redox H2O2 prof: compounds producing H2O2 with reducing agent – biochemical, NIH compound library profiling, artefact control for MLSCN library redox annotation, primary screen. activation, % at 10 µM. DTT-dependent redox cycling H2O2, phenol red/HRP absorbance; 100% = 100 µM peroxide control, 0% = buffer. hit rate 0.03% among 200,000. AID 878, 2007;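 active means activation of at least 50% relative to the plate's high and low controls in the primary single-dose screen; inactive means activation below 50%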;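 further: compound incubated with DTT at 0.8 mM final as the reducing agent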
G6PDH CS: L. mesenteroides G6PDH inhibitors, counter-screen for G6PDH-coupled screening assays, biochemical, Leuconostoc mesenteroides enzyme; AID 1020, 2008; hit rate 0.12% among 200,000; inhibition, % at 5 µM; Purified L. mesenteroides G6PDH, diaphorase/resazurin coupled fluorescence, 45 min; in the data active means inhibition above about 50%
Efa HMGR inh: inhibitors of E. faecalis class II HMGR, primary screen, biochemical, Enterococcus faecalis. inhibition, % at 10 µM. AID 1066, 2008. hit rate 0.41% among 190,000. HMG-CoA reductase (Enterococcus faecalis, mvaE). purified E. faecalis HMGR, NADPH absorbance 340 nm kinetic;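 active means inhibition above a set limit, the median over all tested compounds plus 3 SD, cut at about 9.5% in these data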;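 further: enzyme runs in reverse so mevalonate oxidation gives rising NADPH absorbance; 0% = complete reaction with DMSO and 100% = background rate lacking mevalonate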
FLuc inhib CS: firefly luciferase enzyme inhibitors, primary screen, artefact control for luciferase-based inhibitor screens, biochemical, luminescence, ATPLite; Luciferin 4-monooxygenase (Photinus pyralis), P08659; inhibition, % at 10 µM; hit rate 1.5% among 200,000; 10 min;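 active means inhibition above about 50% when tested at 10 µM, limit read from the data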
APP transl inh: inhibitors of APP translation via 5'UTR reporter, primary screen, APP 5'UTR luciferase, SH-SY5Y cells; SH-SY5Y APP 5'UTR-luciferase reporter, luminescence; inhibition, % at 2 µM; hit rate 0.82% among 190,000; AID 1285, 2008;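 active means inhibition above a set limit, derived from the sample mean plus 3 SD, cut at about 45% in these data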; further: values of inactives mirror those of a sister screen read the other way
Starred values were filed as active, the others as inactive; i = inactive; . = not tested or not shown. This is a random part of the collection. Share with any hit: about 5.3%.

SMILES	FLuc stim CS	STAT1 act	APP 5'UTR act	NF-kB neuron act	Hsp70 activator	Redox H2O2 prof	G6PDH CS	Efa HMGR inh	FLuc inhib CS	APP transl inh
Cn1cccc1/C=C1\SC(=S)N(NC(=O)c2ccccc2)C1=O	1	95	-1	1.2	0.0	0.1	2	0	-4	2
N#CCSc1nnc(Cc2cccc3ccccc23)n1C1CCCCC1	1.1	90	-4	1.1	-0.4	1.4	5	-5	-9	4
Cc1c(C(=O)Nc2ccncc2)oc2ccccc12	0.9	109	27	1	0.0	0.2	9	-1	7	-27
COc1ccc(Nc2ncnc3nc[nH]c23)cc1OC	1	95	27	0.96	-0.3	-2.3	-17	-3	-4	-27
O=C(Cn1nnc(-c2ccccc2)n1)NNC(=O)c1ccccc1	1	98	-4	1.4	-0.3	-2.4	13	-3	-2	4
CC(C)CC(C(=O)O)C(C)CC(=O)Nc1ccn(-c2ccccc2)n1 (stereo unspecified)	1	108	-18	1.1	-0.3	2.0	2	-4	-1	18
CCCOP(=O)(OCCC)c1nc(-c2ccccc2)oc1NCc1ccccc1	1	97	8	0.88	-0.3	0.0	7	17*	0	-8
CCN(CC)c1ccc(C2=NNC(=O)CC2C)cc1[N+](=O)[O-] (stereo unspecified)	1	106	10	1	-0.4	4.2	-16	-6	-1	-10
CCOC(=O)c1nn(-c2ccc(Cl)cc2)c2nc(CC)c(C#N)c(=O)n12	1.1	94	-2	0.82	-0.2	1.6	-2	-8	-6	2
CCc1nnc(NC(=O)CSc2nc(SC)ns2)s1	1.1	101	542*	1	0.1	-0.2	-4	-3	-8	i
COc1ccc2sc3ccccc3c(=O)c2c1OC	0.9	106	24	2	-0.3	-3.9	4	-3	14	-24
CCCCn1c(N)c(-c2nc3ccccc3o2)c2c([N+](=O)[O-])nn(C)c(=O)c21	1	101	-5	1.4	0.1	-0.4	7	-1	-3	5
CCOC(=O)C1=C(N)OC2=C(C(=O)CC(C)C2)C1c1cccnc1 (stereo unspecified)	1.1	106	2	1.3	-0.5	2.0	1	0	-6	-2
CSc1ccc(/C=C/C(=O)c2ccc(NC(=O)C(C)C)cc2)cc1	1	100	7	1.1	0.2	-3.4	0	0	1	-7
Cc1ccc(C(=O)NNC2CC(=O)N(c3ccc4c(c3)OCCO4)C2=O)cc1 (stereo unspecified)	1	99	11	1.3	-0.3	-0.7	10	-3	-1	-11
Cc1cccc(-n2c(-c3ccncc3)n[nH]c2=S)c1	1	103	7	1.4	-0.2	0.7	5	-13	1	-7
Cc1ccc(CNC(=O)CCS(=O)(=O)c2cccc3nonc23)cc1	1.1	101	12	1	0.1	-3.0	9	-1	-8	-12
CCN(CCCNC(=O)CCNC(=O)Cn1cnc2ccccc2c1=O)c1ccccc1	1	96	-4	1.1	0.2	-1.2	2	-1	-2	4
COc1cccc2[nH]c3c(Cl)ncnc3c12	1	92	-1	1.1	1.1	0.3	16	-4	0	1
NC(=O)Cc1ncc(C(F)(F)F)cc1Cl	1.1	102	9	1.1	0.4	1.1	10	2	-9	-9
CC(C)(C)C(=O)Nc1ccc(S(=O)(=O)Nc2ccccn2)cc1	1	103	-25	1.1	-0.1	-0.8	9	0	-2	25
COc1ccc(-c2cc(C(=O)OCC(=O)Nc3cc(C)on3)c3ccccc3n2)cc1OC	1	99	6	0.97	-0.3	1.8	10	1	0	-6
CC(=O)c1c(C)[nH]c(C(=O)Nc2nc(-c3ccc(-c4ccccc4)cc3)cs2)c1C	1	114	0	1.1	-0.1	.	6	3	0	0
CC(C)(C)NC(=O)Cn1nnc(-c2ccc(Cl)cc2)n1	1.1	108	-4	0.86	-0.2	1.6	4	-6	-5	4
Cc1ccc(S(=O)(=O)N(C)c2ccc(C(=O)N3CCCCC3)cc2)cc1	1.1	94	-6	0.98	0.0	0.1	-1	2	-10	6
CCN=C1SC(CC(=O)NCc2ccccc2)C(=O)N1CC (stereo unspecified)	1.1	100	-1	1.1	-0.3	-0.2	7	-3	-5	1
Cc1ccc([N+](=O)[O-])cc1NC(=O)C(C)NS(=O)(=O)c1ccc(F)cc1 (stereo unspecified)	1	93	-6	1.1	-0.1	-0.9	6	-6	-5	6
COc1ccccc1NC(=O)CS(=O)(=O)c1cccc2nsnc12	1.1	91	-4	1.1	0.7	0.4	4	-2	-9	4
O=C(NCC1COc2ccccc2O1)C1CCN(S(=O)(=O)c2cccc3nsnc23)CC1 (stereo unspecified)	1	102	18	0.61	0.0	1.3	-3	-1	-4	-18
COC(C(=O)NC1CC1)c1ccccc1 (stereo unspecified)	1	94	-5	1.1	-0.3	-0.3	5	0	-2	5
COC1CCCCC1Nc1cc(C)ccc1C (stereo unspecified)	1	109	12	1.2	-0.1	2.8	-8	1	-2	-12
O=C(CSc1ncnc2nc[nH]c12)N1CCN(c2ccccc2)CC1	1	98	-15	1.1	-0.2	0.3	-4	1	-1	15
CC(NC(=O)C1(C)CC1(Br)Br)C(C)(C)C (stereo unspecified)	1	96	4	1.3	0.0	16	2	-7	-4	-4
Cc1cccc(NC(=S)NC(=O)c2cccs2)n1	0.6	120	82	2	0.0	0.0	6	-4	45	-82
O=c1cc(CN2CCN(c3cccc(Cl)c3)CC2)c2cc3c(cc2o1)CCCC3	1	109	9	0.88	0.0	-2.0	2	-2	0	-9
COc1ccc(NC(=O)c2ccc(NCCN3C(=O)CCC3=O)c([N+](=O)[O-])c2)cc1	1	96	12	1	-0.2	-0.6	-1	-2	-3	-12
CCc1nc(SCC(=O)Nc2ccc3c(c2)OCCO3)c2oc3ccccc3c2n1	1.1	98	-13	1	-0.5	1.7	9	1	-6	13
O=C(CN1CCN(c2ccc(Cl)cc2)CC1)NCc1cccs1	1	103	0	0.93	-0.3	0.4	19	-4	-4	0
Cc1nc(NC(=O)/C=C/c2ccc(Cl)cc2Cl)sc1C(=O)N(C)C	1	106	14	1	-0.4	-0.2	-14	0	0	-14
Cc1ccc(NCC(=O)Nc2cccc(S(=O)(=O)N(C)C)c2)c(Cl)c1	1	98	3	1.2	-0.3	-0.2	-12	-6	4	-3

5 entries from above, as comma-separated lines.
Compound,FLuc stim CS,STAT1 act,APP 5'UTR act,NF-kB neuron act,Hsp70 activator,Redox H2O2 prof,G6PDH CS,Efa HMGR inh,FLuc inhib CS,APP transl inh
O=c1cc(CN2CCN(c3cccc(Cl)c3)CC2)c2cc3c(cc2o1)CCCC3,1,109,9,0.88,0.0,-2.0,2,-2,0,-9
COc1ccc(NC(=O)c2ccc(NCCN3C(=O)CCC3=O)c([N+](=O)[O-])c2)cc1,1,96,12,1,-0.2,-0.6,-1,-2,-3,-12
CCc1nc(SCC(=O)Nc2ccc3c(c2)OCCO3)c2oc3ccccc3c2n1,1.1,98,-13,1,-0.5,1.7,9,1,-6,13
O=C(CN1CCN(c2ccc(Cl)cc2)CC1)NCc1cccs1,1,103,0,0.93,-0.3,0.4,19,-4,-4,0
Cc1nc(NC(=O)/C=C/c2ccc(Cl)cc2Cl)sc1C(=O)N(C)C,1,106,14,1,-0.4,-0.2,-14,0,0,-14

New compounds follow.
SMILES	FLuc stim CS	STAT1 act	APP 5'UTR act	NF-kB neuron act	Hsp70 activator	Redox H2O2 prof	G6PDH CS	Efa HMGR inh	FLuc inhib CS	APP transl inh
Cc1cccc(-n2cnc3cc(C(=O)N4CCc5ccccc54)ccc32)c1	1	100	-7	1.1	-0.4	-0.5	-10	-3	-2	7
O=C(NCc1ccco1)c1cc2n(n1)C(C(F)(F)F)CC(c1ccc(Br)cc1)N2 (stereo unspecified)	1.1	105	-15	1.1	-0.3	1.4	4	2	-13	15
O=C(Cn1cc(C(=O)c2ccco2)c2ccccc21)Nc1ccccc1F	1	90	20	1	-0.4	-0.2	7	-3	-1	-20
COc1cccc(CNS(=O)(=O)c2cccc(S(=O)(=O)N3CCOCC3)c2)c1	1.1	101	6	0.81	0.1	0.1	5	-3	-10	-6
CCOC(=O)C1CCC(CN(Cc2ccccc2C)S(=O)(=O)c2ccc([N+](=O)[O-])cc2)CC1 (stereo unspecified)	1.1	107	-6	1.2	-0.3	1.1	6	-12	-7	6
CCc1cc(-c2n[nH]c(CCC(=O)O)c2-c2nc3ccccc3n2C)c(O)cc1O	1.1	98	10	1.1	0.1	-0.2	7	-1	-6	-10
COCCNC(=O)C(=O)NNC(=O)COc1ccc(OC)cc1	1	101	20	1.2	0.1	-0.1	12	-2	-5	-20
Cc1ccc(NC(=O)OC(C)CNC(=O)Oc2cccc(C)c2)cc1 (stereo unspecified)	1	140*	45	1.7	0.1	-0.7	4	0	5	-44
CN(CCc1ccccn1)C(=O)CCC1CCCN(Cc2ccccc2OC(F)F)C1 (stereo unspecified)	1.1	100	1	1.1	-0.2	0.8	12	-1	-11	-1
Cc1ccccc1-n1nnnc1SCc1csc(-c2ccccc2)n1	1	100	2	0.81	-0.2	2.5	12	-1	-4	-2
Cc1cc(N2CCC(C)CC2)nc2cccc(O)c12	1	102	39	4.5*	0.8	-0.8	6	1	3	-39
Nn1cnnc1SCC(=O)Nc1ccc(C2CCCCC2)cc1	0.8	116	19	2.1	-0.1	-0.1	10	1	16	-19
CC(/C=N/NC(=O)c1cccc([N+](=O)[O-])c1)=C\c1ccccc1	1	120	6	1.1	0.1	1.0	4	-2	5	-6
COc1cccc(/C=N/NC(=O)CO/N=C(\C)c2cccs2)c1OC	1	102	-15	1.1	-0.2	-2.6	-1	-2	-3	15
Cc1cc(Cl)c(OCCN2C(=O)NC(C)(C)C2=O)c(Br)c1	1.1	102	-6	0.8	-0.2	0.9	2	-9	-8	6
O=C(Nc1cccc(-c2cn3ccccc3n2)c1)C1CC1	0.7	122	11	1.4	-0.3	1.4	-9	3	27	-11
O=[N+]([O-])c1ccc(OCc2cnc(Cl)s2)c([N+](=O)[O-])c1	1	96	11	1.7	-0.4	-0.2	18	2	0	-11
Cc1ccc(-c2nnc(Nc3ccc4c(c3)OCO4)c3ccccc23)cc1S(=O)(=O)NC(C)C	1	107	12	0.44	-0.2	0.0	-20	-1	4	-12
CS(=O)(=O)N(Cc1ccc(C(=O)NCc2ccco2)cc1)c1ccccc1	1	93	-9	1.4	-0.1	1.4	12	-6	-4	9
COc1ccc(C(C(=O)NC(C)(C)C)N(Cc2ccc(C)cc2)C(=O)CCC(=O)Nc2cc(C)on2)cc1 (stereo unspecified)	1	106	1	.	0.4	0.0	6	3	3	-1
CSc1ccc(/C=N/NC(=O)CNc2cccc3ccccc23)cc1	1	101	9	1.1	-0.3	1.1	-40	-11	-5	-9
CN(C)C(=O)CCC(=O)N1CCCC(C(=O)c2ccc3c4c(cccc24)CC3)C1 (stereo unspecified)	1.1	89	23	1	-0.2	-1.3	6	7	-6	-23
O=C(N/N=C/c1c[nH]c2ccccc12)c1sc2ccccc2c1Cl	0.9	124	26	2.1	-0.1	0.5	-28	-5	6	-26
